Compound activity deposited in PubChem by National Center for Advancing Translational Sciences (NCATS).
TDP1 inh = qHTS Assay for Inhibitors of Tyrosyl-DNA Phosphodiesterase (TDP1); Tyrosyl-DNA phosphodiesterase 1 (Homo sapiens), Q9NUW8; recombinant TDP1, AlphaScreen DNA substrate cleavage; Potency, µM (doses to about 130 µM), for inactives: at the top dose activity change, negative = inhibition, hits mostly inhibitors; 350,000 tested, 0.28% active; AID 485290, 2010; also: nearly all actives have a fitted effect of over 40% in size
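E. coli-derived human Tdp1, 1 nM final. Cpd preinc 15 min RT; substrate 15 nM final, 5 min RT; AS bead mix 10 ug/ml final, 10 min RT. Signal loss = tyrosine-FITC cleavage. No-enzyme wells = max signal.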
KAT2A inh = qHTS Assay for Inhibitors of GCN5L2. Histone acetyltransferase KAT2A (Homo sapiens), Q92830. GCN5L2 HAT assay, ThioGlo1 CoA-SH fluorescence. Potency, µM (highest dose often 58.9 µM), for the others: at the highest dose activity change, negative = inhibition, usual class: inhibitors. 390,000 tested, 0.21% active. AID 504327, 2011
Target sequence (Q92830 whole entry, looked up): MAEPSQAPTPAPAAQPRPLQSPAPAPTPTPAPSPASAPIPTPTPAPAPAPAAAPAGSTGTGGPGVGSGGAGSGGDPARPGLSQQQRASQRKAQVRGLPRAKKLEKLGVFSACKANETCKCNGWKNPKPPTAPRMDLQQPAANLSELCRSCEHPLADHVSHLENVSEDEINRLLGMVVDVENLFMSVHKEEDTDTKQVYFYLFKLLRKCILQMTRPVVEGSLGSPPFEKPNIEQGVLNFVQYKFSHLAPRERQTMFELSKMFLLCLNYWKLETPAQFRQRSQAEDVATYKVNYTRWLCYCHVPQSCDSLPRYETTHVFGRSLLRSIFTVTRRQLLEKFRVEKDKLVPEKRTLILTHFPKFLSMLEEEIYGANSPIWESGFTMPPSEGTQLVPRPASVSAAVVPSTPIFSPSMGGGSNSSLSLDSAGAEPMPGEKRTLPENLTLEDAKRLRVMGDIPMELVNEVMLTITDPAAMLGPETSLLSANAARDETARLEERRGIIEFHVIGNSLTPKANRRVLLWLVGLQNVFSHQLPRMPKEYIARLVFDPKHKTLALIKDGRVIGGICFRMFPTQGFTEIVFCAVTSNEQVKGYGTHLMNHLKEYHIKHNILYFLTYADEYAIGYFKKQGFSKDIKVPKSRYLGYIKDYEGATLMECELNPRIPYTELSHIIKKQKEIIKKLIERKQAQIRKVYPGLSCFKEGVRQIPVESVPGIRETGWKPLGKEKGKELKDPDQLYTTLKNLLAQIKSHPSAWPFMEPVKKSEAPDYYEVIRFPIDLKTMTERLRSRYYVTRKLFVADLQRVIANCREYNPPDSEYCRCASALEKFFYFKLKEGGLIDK
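Preincubate 20nM GCN5L2 with compound 15 min, RT → add 50uM ThioGlo1 + 75uM H3(1-25) + 70uM acetyl-CoA → read fluorescence 0 and 20 min. Primary qHTS; fluorescent artifacts likely.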
TDP1 cell noCPT = qHTS for Inhibitors of human tyrosyl-DNA phosphodiesterase 1 (TDP1): qHTS in cells in absence of CPT; DT40 Tdp1-/- hTDP1 cells, no CPT, ATP luminescence, 48 h; Potency, µM (series often up to 46.2 µM), without a hit: at the highest dose activity change, negative = growth inhibition, usual class: inhibitors; 420,000 tested, 15% active; AID 686978, 2013; also: nearly all actives have a fitted effect of over 55% in size
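A cellular qHTS used chicken DT40 cells lacking endogenous Tdp1 but carrying stably transfected human TDP1. Compounds were applied without camptothecin, and cell growth kinetics were judged by ATP-dependent luminescence after ≥48 hr.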
* hit, by the source's call; ? = inconclusive; · = no result given; & = joins results of further samples; [ ] = another dose, or the depositor's remark. Calls follow the shape of the dose curve; as a rule, active = well fitted curve in the direction sought with a large enough effect; inconclusive = small, poorly fitted or top-dose-only effect, or another doubt; inactive = no such curve, though single readings can be large; an effect the other way counts as inactive or inconclusive. % is scaled to controls: 0 for no effect and ±100 for the full control effect; potency is read from the fitted curve at half-maximal effect. The list is partial. The share of hits here may be higher or lower than overall.

SMILES	TDP1 inh	KAT2A inh	TDP1 cell noCPT
Cc1ccc(Nc2nc(NCc3ccco3)nc3nccnc23)cc1C	-3%	·	?
Cc1ccc(C2=NC(C(F)(F)F)(C(F)(F)F)c3c(n(-c4ccc(F)cc4)c(=O)[nH]c3=O)N2)cc1	6%	-4%	23µM*
C=CCn1c(O)c(N=NC(=S)Nc2ccccc2F)c2ccccc21	11%	-5%	2.6µM*
COc1cccc(NC(=O)C2=COCCO2)c1	1%	0%	2%
CC1CCN(C(=O)C2CCC(C)(C(=O)O)C2(C)C)CC1 (stereo unspecified)	0%	-1%	0%
Cc1cccc(/C=N/NC(=O)c2cc(-c3cccnc3)nc3c2c(C)nn3-c2ccccc2)c1	3%	-6%	23µM*
COC(=O)c1cc2occc2n1Cc1nc(-c2ccccc2C)oc1C	-2%&-1%	-2%&-4%	?
Cc1occc1-c1nnc(-c2cc([N+](=O)[O-])cc([N+](=O)[O-])c2)o1	0%	10%	?
COc1ccc(-c2cc(C(=O)Nc3ccccc3SC)no2)cc1	-5%	3%	-7%
CCOc1ccc(/C=C/C(=O)c2ccccc2)cc1OC	0%	-3%	?
FC(F)(Cl)c1nnc2ccc(Sc3ccccn3)nn12	4%	-7%	-32%
COc1ccccc1/C=C1\SC(=S)N(C(C(=O)O)c2ccccc2)C1=O (stereo unspecified)	1%	-12%	3%
COc1cccc(C(=O)O/N=C(\N)c2ccc(C)cc2)c1	·	0%	-8%
CCOC(=O)CN1C(=O)N[C@@H](c2ccc(Br)cc2)C(C(=O)OC)=C1C	4%[12.3 µM]	-1%	?
CCn1cc(C(=O)N2CCc3ccccc32)c(=O)c2cc(S(=O)(=O)N3CC(C)CC(C)C3)ccc21 (stereo unspecified)	3%	-4%	?
Nc1nonc1-c1nc2ccccc2n1CC(=O)Nc1ccc(F)cc1	·	1%	9.2µM*
Cn1cc(Br)c(NS(=O)(=O)c2ccc(Cl)s2)n1	4%	18%	-5%
Cc1oc(-c2ccccc2Cl)nc1Cn1c(SCc2cccc(F)c2)nc2cccnc21	6%	-14%	26µM*
Cc1c(Cl)cnc(NC(=O)COC(=O)CCS(=O)(=O)c2ccccc2)c1Cl	-10%	-2%	-5%
CC(C)C(NC(=O)CCN1C(=O)c2ccccc2C1=O)c1ccccc1 (stereo unspecified)	·	10%	-13%
CCc1ccc(CNC(=O)c2cnc3sc(N(CC)CC)nn3c2=O)cc1	-1%	-9%	?
O=c1[nH]c(SCc2ccccc2)nc2[nH]ncc12	2%	-12%	-12%
CCC(OC(=O)c1ccco1)C(=O)NCc1ccc2c(c1)OCO2 (stereo unspecified)	8%	-1%	-18%
CCN1CCN(CCCNC(=O)c2ccc(CS(=O)c3ccc(Br)cc3)o2)CC1 (stereo unspecified)	4%	-22%	32%[activator]
CCc1ccccc1-n1c(N)c(C(=O)OC)c2nc3ccccc3nc21	·	-10%	?
CC(=O)Nc1ccc(S(=O)(=O)N(C)CC(=O)NNc2c(F)c(F)cc(F)c2F)cc1	-2%	0%	-5%
CC(=O)CC(=O)NC1C2CC3CC(C2)CC1C3 (stereo unspecified)	6%	2%	-1%
CN(C)C(=O)c1ccc(Oc2ccc(C(=O)N(C)C)cc2)cc1	0%	-4%	-5%
O=C1CC(NC(=O)c2ccc(Cl)cc2)C(=O)N1 (stereo unspecified)	·	-2%	0%
Cc1cccc(NC(=O)C2CCN(S(=O)(=O)c3ccc4c(c3)CCCN4C(=O)C3CCC3)CC2)c1	7%	-11%	?
COc1ccc(-c2nc(-c3ccccn3)ncc2S(C)(=O)=O)cc1	6%	-7%	-1%
O=C(Cn1nnc(-c2ccccc2Cl)n1)N1CCN(S(=O)(=O)c2ccc(Cl)cc2)CC1	8%	-10%	-25%
CN(c1ccc(OCC(=O)OCC(=O)c2c(N)n(C)c(=O)n(C)c2=O)cc1)S(=O)(=O)c1ccc2ccccc2c1	5%	3%	?
NNC(=O)c1ccc(CN2C(=O)c3cccc4cccc2c34)cc1	2%	-12%	?
CCOC(=O)[C@H]1[C@H]2COc3ccc(Br)cc3[C@H]2N2C(=O)CNC(=O)[C@@]12C	0%	-7%	-24%
c1ccc(Cn2ccnc2-c2ccco2)cc1	5%	1%	?
CCN(CC)c1ccc(/C=N/NC(=O)Nc2nonc2N)cc1	5%	-8%	-19%
CC(=O)c1cc(O)c2ccccc2c1O	10%	?	4.6µM*
CN(C)/C=N/c1nc(-c2ccc3ccccc3c2)cs1	·	-16%	-1%
COc1ccc(NC(=O)c2cnn(-c3ccccc3)c2C)c(OC)c1	5%	-6%	-6%
Cc1ccccc1-c1nn(-c2ccc(F)cc2F)cc1CNC1CC1	·	1%	?
CN(C)S(=O)(=O)c1ccc(Cl)c(NC(=O)CN2C(=O)NC3(CCCC3)C2=O)c1	1%	-2%	-8%
O=C(NCCc1c[nH]c2ccccc12)/C(=C\c1cccnc1)NC(=O)c1ccco1	2%	3%	?
Cc1cnc(C(=O)NCCc2ccc(C(F)(F)F)cc2)cn1	-2%	2%	-17%
CSC1=N/C(=C/c2cccnc2)C(=O)N1Cc1ccccc1	5%	-3%	?
COc1ccccc1CNC(=O)Cc1csc2nc(-c3ccc(Cl)cc3)cn12	-2%	-8%	?
COc1c(/C=N/Nc2nc(N3CCCCC3)nc(N3CCCCC3)n2)cccc1[N+](=O)[O-]	3%	-6%	?
COc1cccc(/C=C/c2nc(S(=O)(=O)c3ccccc3)c(N(C)C)o2)c1	5%	-22%	?
CCCC(=O)NC(c1ccccc1OC)c1ccc2cccnc2c1O (stereo unspecified)	7%	-10%	4.1µM*
CCN(Cc1ccccc1)C(=O)c1cccnc1	2%	-4%	?
Cc1c(CN(C)C)c2c(n1Cc1ccccc1)C(=O)c1ccc(Br)cc1-2	11%	-6%	?
CCCCNC(=O)C(=O)NCc1ccncc1	·	-2%	-17%
Cc1ccc(O)c(NC(=S)NC(=O)/C=C/c2ccco2)c1	0%	-1%	6.5µM*
CCOc1ccc2nc(N3CCCC(C(=O)Nc4cccc(Cl)c4C)C3)sc2c1 (stereo unspecified)	0%	-3%	?
CCN(CC)C(=O)c1ccc(-c2nnc(Nc3ccc(C(=O)N(C)C)cc3)c3ccccc23)cc1	·	-15%	16µM*
Cc1cc(Cl)ccc1OCc1nnc(-c2ccccc2C)o1	-4%	0%	-20%
Cc1ccsc1CCN1C(=O)N(c2ccccc2)C(=O)C1CC(=O)Nc1ccc(Cl)cc1 (stereo unspecified)	-4%	-13%	?
CCOC(=O)N1CCc2c(sc3c2c(=O)n(CCc2ccccc2)c(=O)n3CC(=O)Nc2cccc(C)c2)C1	9%	3%	?
CC(C)c1ccc(N2C(=O)CC(Sc3nc4ccccc4o3)C2=O)cc1 (stereo unspecified)	2%	-9%	5.8µM*
CCCCCCCN(C(=O)CCl)c1ccccc1C	2%	-1%	15µM*
(list continues)
SMILES	TDP1 inh	KAT2A inh	TDP1 cell noCPT
COc1cccc(NC(=O)c2cncs2)c1	·	-17%	4%
COc1ccc(NC(=O)N(C)C[C@H]2Oc3ccc(NS(=O)(=O)c4c(C)noc4C)cc3C(=O)N([C@H](C)CO)C[C@@H]2C)cc1	0%	0%	12%
O=[N+]([O-])c1ccc(Nc2ccc(Cl)cc2)nc1	6%	3%	-14%
CC(C)=N/N=C(\N)SCc1ccccc1	9%	-4%	5%
CC1=C(C(=O)OCC2CCCO2)C(c2coc3ccccc3c2=O)C2=C(CCCC2=O)N1 (stereo unspecified)	8%	0%	-21%
COc1cccc2c1cc1c(=O)n(CC(=O)NCCCc3ccccc3)nc(C)n12	1%	-19%	-6%
Cc1nc(CS(=O)c2ccc(Cl)cc2)cc(N2CCOCC2)n1 (stereo unspecified)	5%	6%	?
O=C1CC(c2ccco2)Cc2nc(NCC3CCCO3)ncc21 (stereo unspecified)	1%	-3%	-15%
O=C(N/N=C/c1ccc(-c2cccc(C(F)(F)F)c2)o1)c1cccc(F)c1	5%	-3%	14µM*
CN(C)/C=C(/C(=O)c1ccc(Cl)cc1)S(=O)(=O)c1ccccc1	7%	5%	-7%
CCOc1ccccc1C(=O)Nc1cc2c(cc1N1CCCC1)n(CC)c(=O)n2CC	15%	?	4.6µM*
CCOC(=O)CC(=O)N/N=C/c1c(N)n(C)c(=O)n(C)c1=O	7%	-9%	1%

Rewritten as comma-separated lines: entries from further up.
Compound,TDP1 inh,KAT2A inh,TDP1 cell noCPT
Cc1ccsc1CCN1C(=O)N(c2ccccc2)C(=O)C1CC(=O)Nc1ccc(Cl)cc1 (stereo unspecified),-4%,-13%,?
CCOC(=O)N1CCc2c(sc3c2c(=O)n(CCc2ccccc2)c(=O)n3CC(=O)Nc2cccc(C)c2)C1,9%,3%,?
CC(C)c1ccc(N2C(=O)CC(Sc3nc4ccccc4o3)C2=O)cc1 (stereo unspecified),2%,-9%,5.8µM*
CCCCCCCN(C(=O)CCl)c1ccccc1C,2%,-1%,15µM*
COc1cccc(NC(=O)c2cncs2)c1,·,-17%,4%
COc1ccc(NC(=O)N(C)C[C@H]2Oc3ccc(NS(=O)(=O)c4c(C)noc4C)cc3C(=O)N([C@H](C)CO)C[C@@H]2C)cc1,0%,0%,12%
O=[N+]([O-])c1ccc(Nc2ccc(Cl)cc2)nc1,6%,3%,-14%
CC(C)=N/N=C(\N)SCc1ccccc1,9%,-4%,5%
CC1=C(C(=O)OCC2CCCO2)C(c2coc3ccccc3c2=O)C2=C(CCCC2=O)N1 (stereo unspecified),8%,0%,-21%
COc1cccc2c1cc1c(=O)n(CC(=O)NCCCc3ccccc3)nc(C)n12,1%,-19%,-6%
Cc1nc(CS(=O)c2ccc(Cl)cc2)cc(N2CCOCC2)n1 (stereo unspecified),5%,6%,?
O=C1CC(c2ccco2)Cc2nc(NCC3CCCO3)ncc21 (stereo unspecified),1%,-3%,-15%
O=C(N/N=C/c1ccc(-c2cccc(C(F)(F)F)c2)o1)c1cccc(F)c1,5%,-3%,14µM*

Additional structures follow.
SMILES	TDP1 inh	KAT2A inh	TDP1 cell noCPT
COc1cccc(-n2c(SCC(=O)Nc3cc(C)ccc3C)nc3c(oc4ccccc43)c2=O)c1	4%	0%	13µM*
COc1ccc(N2CCN(C(c3cccs3)c3nnnn3C3CCCC3)CC2)cc1 (stereo unspecified)	14%	?	16µM*
C=CCSc1nccc(=O)[nH]1	-2%	0%	?
CCN(CC)CCCNC(=O)c1[nH]c2ccccc2c1Sc1ccc(Cl)cc1	·	-2%	15µM*
O=C(CNC(=S)NC(=O)c1ccc(Br)o1)c1ccccc1	0%	-3%	?
Cc1ccc(CNC(=O)c2cc(C3CC3)nc3c2cnn3C(C)C)cc1	-2%	-1%	18µM*
CC(C)(C)c1ccc(-c2nnc(NC(=O)c3ccccc3)s2)cc1	7%	-15%	-26%
COc1ccc2oc(-c3ccc(O)cc3)cc(=O)c2c1	14%[56.1 µM]	·	27µM*
Nc1nnc(CCS(=O)(=O)c2ccc(Cl)cc2)s1	9%	-5%	10%
CCCCCc1cc(=O)oc2c(C(CCN(CC)CC)c3cc(OC)c(OC)c(OC)c3)c(OC)cc(OC)c12 (stereo unspecified)	5%	6%	18µM*
Cc1nc2ccc(NC(=O)c3cccc(C(F)(F)F)c3)cc2o1	-3%	4%	?
O=C(O)[C@@H]1CCCN1C(=O)COc1ccc2c3c(c(=O)oc2c1)CCC3	·	-4%	-3%
O=C(N/N=C/C1CC=CCC1)c1cc(-c2cccnc2)nc2ccccc12 (stereo unspecified)	4%	0%	3%
Cc1nc2nc(SCC(=O)NCCN3CCOCC3)nn2c(C)c1Cc1ccccc1	1%	-1%	3%
CCc1ccc(CNC(=O)C2CCCN(c3nn4cc(-c5ccc(F)cc5)nc4s3)C2)cc1 (stereo unspecified)	11%	-5%	16µM*
CC(=O)NCCSc1ccc(S(=O)(=O)N2CCCC2)cn1	2%	-1%	-7%
CN(C)NC1CCS(=O)(=O)C1 (stereo unspecified)	5%	-3%	3%
CCNc1nc(NCC)nc(C(=O)Nc2ccccc2)n1	2%	-6%	-22%
C#CCn1c(S(=O)(=O)Cc2ccccc2Cl)nc(-c2ccccc2)c1-c1ccccc1	3%	-8%	?
COc1ccccc1C(=O)NCc1n[nH]c(=S)n1Cc1ccccc1	-6%	1%	-26%
CCCOc1ccc(C2C3=C(Nc4nc(N)[nH]c(=O)c42)c2ccccc2C3=O)cc1 (stereo unspecified)	·	0%	?
O=C(CN(Cc1ccccc1)C(=O)CCC(=O)Nc1nccs1)NCC1CCCO1 (stereo unspecified)	·	-3%	-29%
COc1ccccc1NC(=S)NNC(=O)c1c(Cl)c(C)nn1C	6%	0%	?
CC(C)OC(=O)CSc1nnc(Cc2ccccc2)n1CC1CCCO1 (stereo unspecified)	9%	-6%	-9%
